APP 5UTR inh: APP translation inhibition; inhibition, % at 2 µM; hit rate 0.82% among 190,000; AID 1285; SH-SY5Y APP 5'UTR-luciferase reporter, luminescence;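 active = inhibition above a set limit, derived from the sample mean plus 3 SD, cut at about 45% in these data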; also: values of inactives mirror those of a sister screen read the other way
APP 5'UTR act: activates APP 5'UTR luciferase reporter. SH-SY5Y APP 5'UTR luciferase reporter, luminescence; zero percent = DMSO vehicle wells. activation, % at 2 µM. hit rate 1% among 190,000;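 active = activation above a set limit, based on mean plus 3 SD of controls, cut at about 140% in these data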; also: values of inactives mirror those of a sister screen read the other way
Diaphorase act: counter-screen for diaphorase-based assays: diaphorase activators and chemical reducers | Diaphorase/resazurin coupled assay, resorufin fluorescence, 16 min; stronger effect = higher value; 1 = vehicle wells, 0 = NADH-free wells | activation factor at 20 µM | hit rate 0.005% among 190,000;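 active = diaphorase activity raised at least twofold by the compound at 20 µM; inactive = activation factor below 2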
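Material: Clostridium kluyveri diaphorase, purified enzyme; Quantity: enzyme 0.07 U/mL final; Medium: HEPES pH 7.4 buffer with MgCl2 and Tween 20; Dosing: single compound dose of 20 µM, 1% DMSO final; Schedule: 16 min reaction at room temperature; Measured by: red resorufin fluorescence at 544/590 nm excitation/emission.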
NF-kB expr up: compounds increasing NF-kB expression in human neuronal cells; NF-kB reporter expression; stronger effect = higher value; fold change at 12.5 µM; hit rate 1.6% among 190,000; AID 1239; in the data active = fold change above about 3.3
G6PDH counter: L. mesenteroides G6PDH inhibition counter-screen. hit rate 0.12% among 200,000. inhibition, % at 5 µM. Purified L. mesenteroides G6PDH, diaphorase/resazurin coupled fluorescence, 45 min. AID 1020; in the data active = inhibition above about 50%
STAT1 act: increases IFN-gamma driven STAT1 reporter signal | NIH 3T3 STAT1-luciferase reporter, luminescence; 100% = IFN-gamma alone, no compound | activation (% of control), % at 5.5 µM | hit rate 2.6% among 200,000 | AID 932;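 active = activation above the screen-wide mean activation plus 3 SD, cut at about 130% in these data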;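 also: raw ratio to IFN-gamma control signal so 100% means no change and 0% no light; values of inactives mirror those of a sister screen read the other way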
FLuc stim CS: affects firefly luciferase, flagging false hits in luciferase stimulation screens; 200,000 tested, under 10 active; activation factor at 10 µM; P08659; ATPlite luciferase biochemical, luminescence, 10 min; 0 = ATP-free wells, 1 = DMSO control;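 active = luciferase activation factor, scaled between plate controls, of at least 2 with compound at 10 µM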
Target sequence (P08659 whole entry, looked up): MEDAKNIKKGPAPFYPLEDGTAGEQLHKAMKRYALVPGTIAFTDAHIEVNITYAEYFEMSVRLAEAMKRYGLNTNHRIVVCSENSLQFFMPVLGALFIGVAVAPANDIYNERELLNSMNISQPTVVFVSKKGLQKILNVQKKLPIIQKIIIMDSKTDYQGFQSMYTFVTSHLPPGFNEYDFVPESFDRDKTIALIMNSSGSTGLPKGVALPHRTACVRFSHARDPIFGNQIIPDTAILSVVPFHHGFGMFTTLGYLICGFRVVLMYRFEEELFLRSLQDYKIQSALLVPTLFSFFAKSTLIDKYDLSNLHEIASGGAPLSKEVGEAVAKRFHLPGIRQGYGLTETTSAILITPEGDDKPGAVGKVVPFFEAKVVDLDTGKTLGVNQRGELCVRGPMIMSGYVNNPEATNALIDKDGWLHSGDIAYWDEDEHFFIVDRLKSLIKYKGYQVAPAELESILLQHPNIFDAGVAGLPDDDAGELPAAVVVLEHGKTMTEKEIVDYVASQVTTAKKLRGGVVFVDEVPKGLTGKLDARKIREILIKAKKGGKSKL
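System: cell-free luciferase reagent; medium: PBS as buffer for the ATP substrate; doses: test compounds dosed from 2 mM stocks in 100% DMSO; incubation: 10 min, room temperature; measured by: luminescence from luciferase reaction; read-out: luciferase activation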
Diaph inh CS: diaphorase inhibition or chemical oxidation counter-screen; diaphorase resazurin-to-resorufin fluorescence, NADH, 16 min; bacterial (C. kluyveri) enzyme, not human; inhibition, % at 20 µM; hit rate 0.69% among 190,000; AID 1217;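 active = primary screen inhibition at 20 µM above a set limit, cut at about 50% in these data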;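 also: plate controls were DMSO with full reaction for no effect and wells lacking NADH for full effect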
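Detection: fluorescence of resorufin formed from resazurin, Ex 544/Em 590 nm; test system: Clostridium kluyveri diaphorase enzyme; amount: 0.14 U/mL diaphorase, enzyme working solution; times: 16-min room-temperature incubation before reading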
FLuc inhib CS: inhibits firefly luciferase, flagging false hits in luciferase inhibition screens; P08659; ATPLite firefly luciferase biochemical luminescence, 10 min; inhibition, % at 10 µM; hit rate 1.5% among 200,000;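 active = inhibition above about 50% when tested at 10 µM, limit read from the data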
TLR4 MyD88 comp: blocks binding of human TLR4 to MyD88; O00206+Q99836; HeLa CL3-4 TLR4/MyD88 BLA complementation, FRET ratio; inhibition, % at 8.4 µM; hit rate 0.18% among 200,000; AID 861; in the data active = inhibition above about 25%;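 also: 0% = vehicle and 100% = reference inhibitor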
An asterisk follows results filed as active.

Molecule,APP 5UTR inh,APP 5'UTR act,Diaphorase act,NF-kB expr up,G6PDH counter,STAT1 act,FLuc stim CS,Diaph inh CS,FLuc inhib CS,TLR4 MyD88 comp
CCOC(=O)N1N=C(CC)CC1(O)C(F)(F)F (stereo not drawn),-10,10,1,1.2,12,99,1,3,-2,1
Cc1c(NC(=O)CN2C(=O)c3cccc4cccc2c34)c(=O)n(-c2ccccc2)n1C,5,-5,1,0.95,-2,105,1,-4,-4,-6
CCCn1c(SCC(=O)C(C)(C)C)nc2ccccc21,-1,1,0.8,0.79,4,106,1,21,-4,-1
O=C(c1ccccc1Br)N1CCN(c2ccccc2)CC1,7,-7,0.9,1,-10,90,1,11,-2,-18
COc1ccc(N2CC(C)Cn3c2nc2c3c(=O)n(Cc3ccc(C)cc3)c(=O)n2C)c(OC)c1 (stereo not drawn),12,-13,0.7,0.62,1,96,1,29,-2,-4
CCN(CC)C(=O)c1cc2cc(Br)ccc2oc1=O,-11,11,1,1,-15,107,1,5,-3,7
COC(=O)c1cccc(-n2[nH]nnc2=S)c1,6,-6,1.1,1.2,0,98,1.1,-8,-7,-9
Cc1cccc(-n2c(O)c(C=NCc3ccccn3)c3ccccc3c2=O)c1,2,-2,0.8,0.59,3,92,1,15,-4,0
COc1ccc(C2CCCN2C(=O)Nc2ccc(F)cc2)cc1OC (stereo not drawn),38,-38,1,1,9,97,1,1,-3,-13
Cc1cc(NC(=O)CCc2ccc(S(=O)(=O)N3CCOCC3)cc2)n(-c2ccccc2)n1,-6,6,0.9,0.7,5,75,1.1,14,-12,-13
CN(c1ccccc1)S(=O)(=O)c1cccc(NC(=O)CSc2ncc(C(F)(F)F)cc2Cl)c1,3,-3,1,1.2,12,101,1.1,4,-7,-8
CCC(C)[C@@H](C(=O)N1CCNCC1)n1cc(CCCCN)nn1 (stereo partly drawn),-6,6,1,1.2,-2,95,1,1,-4,3
CCc1ccc2c(c1)c1nnc(NN)nc1n2CC,-6,6,1.1,0.66,-22,104,0.9,-6,8,10
Cc1ccc(-n2c(-c3ccncc3)n[nH]c2=S)cc1,-9,9,0.8,1,2,95,1,16,3,-2
N#Cc1ccc(Oc2cccnc2)cc1C#N,-20,20,1,1.6,-8,98,1.1,-3,-7,5
Cc1ccc(N=CC2=C(O)CC(c3ccco3)CC2=O)cc1 (stereo not drawn),-11,11,1,1.4,4,122,1,4,-4,-1
COc1cc(C2C(C(=O)c3ccco3)=C(O)C(=O)N2c2cc(C)on2)cc(Br)c1O (stereo not drawn),-3,3,0.8,1.1,6,104,1,18,-3,6
CCCCCCC(=O)NNC(=O)c1c(O)c2ccccc2n(CC)c1=O,-24,24,0.9,1.1,0,90,1,9,-4,1
CC(C)(C)c1ccc(C(CC(=O)O)NC(=O)Cc2ccc(F)cc2)cc1 (stereo not drawn),-12,12,1,1.2,8,99,1,4,-2,0
CCc1ccc(N2C(=O)c3sc4nnc(C)c(=O)n4c3C2=O)cc1,8,-8,1,1,9,100,1,5,2,0
CSc1cccc(NC(=O)Nc2ccc(Cl)cc2)c1,-11,11,1,1.7,15,115,1,1,-5,1
CCSc1nc(C2CC2)cc(-c2ccco2)c1C#N,36,-36,1,0.84,3,104,1.1,0,-8,-6
Cc1cc(C)c2c(C)c(C(=O)NCc3ccc(S(N)(=O)=O)cc3)oc2c1,8,-8,1,1.1,8,101,1,-2,-3,-8
CCOc1ccccc1NC(=O)N1CCC(c2nc3ccccc3[nH]2)CC1,3,-3,0.9,0.68,1,91,1.1,9,-7,7
COc1cc(/C=C2\SC(=S)N(Nc3ccccc3)C2=O)ccc1O,-34,34,0.8,2.1,-16,113,0.8,16,20,-2
CCc1ccc(NC(=S)N(Cc2ccccc2)Cc2ccccn2)cc1,-20,20,0.9,1.1,2,110,1,8,-4,1
C1CCC(n2nnnc2CN2CCCC2)CC1,4,-4,1,0.92,1,100,1.1,3,-7,0
COc1cc(/C=C(\C#N)C(=O)NCCc2ccccc2)cc(OC)c1O,-6,6,0.8,1,19,92,1.1,16,-6,10
CCC(=O)N1c2ccccc2NC2=C(C(=O)CCC2)C1c1ccccc1 (stereo not drawn),4,-4,0.9,1.1,1,106,1,7,-4,-5
CC1(C)CC(=O)C(C=Nc2cc(C(=O)c3ccccc3)ccc2N)=C(O)C1,-42,41,0.8,1.2,0,104,1.1,20,-5,14
Cc1ccc(Cn2c(N)c(S(=O)(=O)c3cccs3)c3nc4ccccc4nc32)cc1,-15,15,0.8,0.89,6,90,1,16,-3,-45
CCN(CC(=O)NCc1ccc(F)cc1)Cc1cc(=O)n2ccsc2n1,-3,3,1,0.88,6,97,1.1,-5,-6,6
COC(=O)c1[nH]c2cc(C)ccc2c1NC(=O)CN1CCN(c2ccccc2OC)CC1,-25,25,0.8,0.6,-41,88,1,24,-2,1
CCc1ccc(NC(=O)C2(c3ccccc3)CC2(Cl)Cl)cc1 (stereo not drawn),-2,2,0.8,0.77,6,104,1.1,23,-5,2
COc1cc(C(=O)NCc2ccc(C(=O)NCC(OC)OC)cc2)cc(OC)c1OC,-5,5,1,1,11,98,1,3,-3,-12
CCCCNC(=O)C1CCC(CNS(=O)(=O)c2ccc(NC(C)=O)cc2)CC1 (stereo not drawn),2,-2,0.9,1.1,3,98,1,6,-2,2
O=C(CC1Sc2ccccc2NC1=O)NCc1cccc(Cl)c1 (stereo not drawn),10,-10,1,1.4,13,98,1.1,3,-8,4
CNC(=O)/C(C#N)=C/c1cn(CC(=O)NCc2ccco2)c2ccccc12,14,-14,1,0.95,0,96,1,4,-2,-10
CC(C#CCN1CCCCC1)OCCOCc1ccccc1 (stereo not drawn),-11,11,1,1.1,9,99,1,2,1,10
CC(C)OC(=O)C(CC(=O)O)N1CCOCC1 (stereo not drawn),10,-10,1,1.1,6,107,1.1,0,-8,9
Nc1cc(=O)[nH]c(SCc2nnnn2-c2ccc(Cl)cc2)n1,-9,9,1,0.95,1,97,0.9,-1,7,-6
C#CCOCCOCCOCCNc1nc(N2CCN(C(=O)[C@H](CCC(=O)O)n3cc(C(N)Cc4ccc(O)cc4)nn3)CC2)nc(N2CCN(C(=O)[C@H](Cc3cc4ccccc4[nH]3)n3cc(C(N)[C@H](C)CC)nn3)CC2)n1 (stereo partly drawn),-14,14,1,1,5,96,1.1,2,-10,-9
O=C(CCN1CCCCCC1)Nc1ccc(F)c(F)c1,-5,5,1,0.96,6,98,1,-3,-2,0
CCCC(C)NC(=O)Cc1ccccc1[N+](=O)[O-] (stereo not drawn),-11,11,0.9,1.1,8,96,1.1,10,-8,8
Cc1ccccc1NC(=O)c1sc2nc3c(c(-c4ccco4)c2c1N)CCC3,0,0,0.5,0.79,6,100,1.1,53*,-6,15
COc1ccc(CCN2C(=O)C3C4CC(C5C(C(=O)N/N=C\c6ccc(Cl)cc6)=NOC45)C3C2=O)cc1OC (stereo not drawn),10,-10,1,1.1,12,103,1.1,5,-7,4
CCOCCCNC(=O)CC1Oc2ccc(C)cc2NC1=O (stereo not drawn),15,-15,0.9,1,12,97,1,10,-4,-3
Nc1nnc(N2CCCCCC2)s1,5,-5,0.9,0.94,2,102,1,7,-4,6
Cc1c(F)cccc1NS(=O)(=O)c1ccc2c(c1)c(=O)n(C)c(=O)n2C,-14,14,1,0.93,-2,85,1,1,-3,1
O=C1CC(N2CCN(C(c3ccccc3)c3ccccc3)CC2)C(=O)N1Cc1ccc(N2CCCC2=O)cc1 (stereo not drawn),-5,5,0.8,0.75,2,98,1,25,-4,-5
Cc1ccc(S(=O)(=O)NNC(=O)c2cc3cc4ccccc4nc3s2)cc1,2,-3,0.8,0.98,4,110,1,24,1,7
Cc1nn(CC(=O)Nc2ccc(C(=O)N3CCCCC3)cc2)c(=O)c2ccccc12,12,-12,1,1.1,2,100,1,1,0,2
O=C(Oc1ccc([N+](=O)[O-])cc1)c1cncc(Br)c1,6,-6,0.9,1.6,1,109,1,6,-4,9
CCOC(=O)N1CCC(Nc2cc(C)nc3c(-c4ccccc4OC)c(C)nn23)CC1,-7,7,0.9,0.75,-11,81,1,13,-4,-2
COc1ccccc1N(CC(=O)Nc1ccc2c(c1)OCO2)S(=O)(=O)c1ccccc1,-5,5,0.7,0.71,12,108,1,26,-4,-5
CC/C(=N\NC(=O)c1cc(C)nc2ccccc12)c1ccc(C)s1,76*,-76,0.9,0.99,7,105,1.1,6,-6,0

Continued (4 carried over from the part before).
Molecule,APP 5UTR inh,APP 5'UTR act,Diaphorase act,NF-kB expr up,G6PDH counter,STAT1 act,FLuc stim CS,Diaph inh CS,FLuc inhib CS,TLR4 MyD88 comp
O=C(Oc1ccc([N+](=O)[O-])cc1)c1cncc(Br)c1,6,-6,0.9,1.6,1,109,1,6,-4,9
CCOC(=O)N1CCC(Nc2cc(C)nc3c(-c4ccccc4OC)c(C)nn23)CC1,-7,7,0.9,0.75,-11,81,1,13,-4,-2
COc1ccccc1N(CC(=O)Nc1ccc2c(c1)OCO2)S(=O)(=O)c1ccccc1,-5,5,0.7,0.71,12,108,1,26,-4,-5
CC/C(=N\NC(=O)c1cc(C)nc2ccccc12)c1ccc(C)s1,76*,-76,0.9,0.99,7,105,1.1,6,-6,0
Cc1nn(C)cc1NC(=O)c1nn(C)cc1[N+](=O)[O-],10,-10,0.9,0.91,-7,103,1.1,10,-7,-4
C/C(N)=C(/C#N)C(=O)CSc1nc2ccccc2c(=O)n1-c1ccc(C)cc1,-7,7,0.8,0.66,-7,89,1,17,-4,-3
O=C(CC1Nc2ccccc2NC1=O)Nc1cc(Cl)cc(Cl)c1 (stereo not drawn),8,-8,0.8,0.89,2,101,1,19,-4,-2
O=C(Nc1ccc(S(=O)(=O)N2CCc3ccccc3C2)cc1)C1CCCO1 (stereo not drawn),-5,5,0.9,0.82,1,99,1.1,7,-6,-20
CC(=O)N1CCN(c2ccc(NC(=S)NC(=O)COc3ccc(C(C)(C)C)cc3)cc2)CC1,-15,15,0.9,0.93,14,85,1,15,-3,-8
O=C(c1cccs1)N1CCCC(c2nc(-c3ccc(F)cc3)no2)C1 (stereo not drawn),15,-15,0.9,1.3,-6,100,1,11,-1,7
O=C(OCC(=O)N1CCCC1)c1ccc(OC(F)(F)F)cc1,8,-8,1,1.6,-1,103,1,0,-2,2
O=C(C/C=N/OCc1c(Cl)cccc1Cl)c1cnc(-c2ccccc2)s1,-13,13,0.9,0.94,5,98,1,15,-4,2
